# Screening results: PubChem, NMMLSC
# RGS8-Gao: human RGS8-Galphao interaction regulation. P09471. multiplexed bead flow cytometry, RGS8-Galphao binding; actives lie on both sides. response (percent of control binding), % at 10 µM. 0.34% of 220,000 active. AID 1423; in the data active = response below about 60% or above about 140%; inactive = in between;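 note: Galphao activated as the GDP aluminium fluoride complex binding bead-coupled RGS8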
# Bcl-2 Bim block: human Bim-Bcl-2 interaction inhibition; AID 950; inhibition, % at 10 µM; Bead-based flow cytometry, Bim peptide-Bcl-2 binding; P10415; 0.06% of 190,000 active; in the data active = inhibition above about 40%; inconclusive = no clear call, values can overlap the other calls;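 note: 0% = no compound wells with probe peptide and 100% = reference peptide inhibitor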
# RGS4-Gao reg: human RGS4-Galphao interaction regulation. binding response (% of control), % at 10 µM. AID 1415. 0.33% of 220,000 active. P09471. Multiplexed bead flow cytometry, RGS4-Galphao binding; actives lie on both sides; in the data active = binding response below about 49% or above about 150%; inactive = in between;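 note: fluorescent Galphao activated with aluminum fluoride binding bead-coupled RGS4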
# Bim-Bcl-B: inhibitors of Bim-Bcl-B interaction, human | inhibition, % at 10 µM | 0.073% of 190,000 active | Q9HD36 | bead-based flow cytometry, Bim peptide-Bcl-B binding | AID 951;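 note: 0% = tracer peptide without compound and 100% = reference inhibitor peptide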
# Bim-Mcl-1: inhibitors of Bim-Mcl-1 interaction, human. Q07820. Bead-based flow cytometry, Bim peptide-Mcl-1 binding. inhibition, % at 10 µM. 0.1% of 190,000 active;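 note: 0% = no compound tracer wells and 100% = peptide blocker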
# RGS7-Gao: regulators of human RGS7-Galphao interaction. Multiplexed bead flow cytometry, RGS7-Galphao binding; actives lie on both sides. 0.35% of 220,000 active. P09471. binding response (% of control), % at 10 µM; in the data active = binding response below about 49% or above about 150%; inconclusive = no clear call, values can overlap the other calls; inactive = in between;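 note: fluorescent Galphao held in activated GDP-AlF4 state binding bead-coupled RGS7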
# ABCG2 inh: human ABCG2 inhibition, ABCB1 as counter-screen. inhibition, % at 6.6 µM. IgMXP3 cells, JC-1 efflux, flow cytometry. Q9UNQ0. 0.1% of 190,000 active;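 active = inhibition above 80%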;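 note: 0% = DMSO and 100% = nicardipine control wells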
#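 Test system: IgMXP3 (ABCG2) plus far-red-tagged CCRF-Adr (ABCB1) cells. Reagent: JC-1 dye as substrate. Timing: 10 min exposure at 25 °C with rotation, no wash. Measured by: flow cytometric JC-1 green MFI at 530 nm. Read-out: percent efflux inhibition, scaled nicardipine 100% to DMSO 0%. Control set: nicardipine and DMSO wells.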
# Bim-Bcl-XL: disrupts Bim peptide binding to human Bcl-XL; bead flow cytometry, fluorescence; inhibition, % at 10 µM; 0.04% of 190,000 active
# ABCB1 block: blocks JC-1 efflux by human ABCB1 transporter | P08183 | CCRF-Adr cells, flow cytometry | inhibition, % at 6.6 µM | 0.067% of 190,000 active; in the data active = inhibition above about 40%;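 note: 0% = vehicle and 100% = reference inhibitor; higher value means more JC-1 retained so stronger ABCB1 efflux block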
# Target sequence (P08183 whole entry, looked up): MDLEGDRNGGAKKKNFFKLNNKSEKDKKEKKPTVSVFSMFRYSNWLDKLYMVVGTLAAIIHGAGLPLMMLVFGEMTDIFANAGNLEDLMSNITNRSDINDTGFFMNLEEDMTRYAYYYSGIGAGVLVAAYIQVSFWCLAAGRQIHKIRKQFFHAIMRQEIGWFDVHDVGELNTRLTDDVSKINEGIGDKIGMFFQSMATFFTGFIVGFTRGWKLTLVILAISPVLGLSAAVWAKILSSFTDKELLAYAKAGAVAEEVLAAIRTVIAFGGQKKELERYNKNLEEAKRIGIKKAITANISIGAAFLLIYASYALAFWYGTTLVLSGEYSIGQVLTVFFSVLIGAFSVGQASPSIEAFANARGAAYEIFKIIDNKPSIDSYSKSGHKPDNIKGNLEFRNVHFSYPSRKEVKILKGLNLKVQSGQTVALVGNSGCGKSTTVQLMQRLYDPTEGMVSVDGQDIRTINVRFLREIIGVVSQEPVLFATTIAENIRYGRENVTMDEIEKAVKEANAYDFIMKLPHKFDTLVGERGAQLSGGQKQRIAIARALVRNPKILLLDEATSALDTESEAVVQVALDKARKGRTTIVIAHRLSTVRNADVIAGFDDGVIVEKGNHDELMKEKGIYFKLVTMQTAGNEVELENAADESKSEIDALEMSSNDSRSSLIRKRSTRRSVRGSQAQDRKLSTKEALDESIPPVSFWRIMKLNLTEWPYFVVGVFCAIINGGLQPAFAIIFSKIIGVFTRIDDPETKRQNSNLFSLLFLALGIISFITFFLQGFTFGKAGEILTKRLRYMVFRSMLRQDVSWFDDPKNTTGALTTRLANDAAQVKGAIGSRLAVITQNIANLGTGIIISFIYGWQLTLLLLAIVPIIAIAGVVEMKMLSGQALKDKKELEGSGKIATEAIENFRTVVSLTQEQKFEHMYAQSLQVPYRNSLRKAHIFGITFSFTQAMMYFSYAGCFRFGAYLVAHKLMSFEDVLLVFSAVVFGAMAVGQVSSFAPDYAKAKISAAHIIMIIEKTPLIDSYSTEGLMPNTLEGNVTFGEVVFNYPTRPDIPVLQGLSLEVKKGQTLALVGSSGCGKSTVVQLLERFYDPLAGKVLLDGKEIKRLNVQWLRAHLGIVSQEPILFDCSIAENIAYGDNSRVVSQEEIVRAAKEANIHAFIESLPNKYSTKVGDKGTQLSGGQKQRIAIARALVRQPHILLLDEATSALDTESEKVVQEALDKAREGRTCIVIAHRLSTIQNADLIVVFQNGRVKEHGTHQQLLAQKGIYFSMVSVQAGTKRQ
# Bim-Bcl-W: disrupts Bim peptide binding to human Bcl-W | 0.02% of 190,000 active | inhibition, % at 10 µM | bead-based flow cytometry | Q92843 | AID 952;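 note: 0% = bound tracer without compound and 100% = peptide blocker; higher means less fluorescent Bim peptide bound to Bcl-W beads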
# Bfl-1 Bim block: disrupts Bim binding to human Bfl-1; Q16548; Bead-based flow cytometry, Bim-Bfl-1 binding inhibition; inhibition, % at 10 µM; 0.12% of 190,000 active;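 note: 0% = wells without compound plus tracer and 100% = blocker peptide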
# Starred values were filed as active, the others as inactive; u = inconclusive; [ ] = remark or other dose. Cut-off read from the data, not from the text of the source, unless noted: active = inhibition above about 40%.
SMILES,RGS8-Gao,Bcl-2 Bim block,RGS4-Gao reg,Bim-Bcl-B,Bim-Mcl-1,RGS7-Gao,ABCG2 inh,Bim-Bcl-XL,ABCB1 block,Bim-Bcl-W,Bfl-1 Bim block
O=C(CN1C(=O)c2ccccc2S1(=O)=O)NC1CCCC1,93,-3,99,-1,-4,100,0,-1,0.1,0,0
COc1ccc(/C=N\NC(=O)c2cc(O)c(O)c(O)c2)cc1CN1CCN(c2ccc(F)cc2)CC1,69,4,69,-5,0,66,-15,0,-1.1,10,6
Cc1nc(S/C(=C/c2ccc(-c3ccc(Cl)cc3)o2)C(=O)O)n[nH]1,100,2,104,-3,-7,99,-1,-3,-0.3,6,10
O=[N+]([O-])c1ccc(-c2ccc(/C=N/c3c(-c4ccco4)nc4ccccn34)o2)c(Cl)c1,99,4,97,2,6,97,7,10,0.8,12,18
CC(=O)Nc1ccc(N2C(=O)CSC2c2cccc([N+](=O)[O-])c2)cc1 (stereo not drawn),98,-3,98,-2,0,u,5,0,-0.1,-2,-4
COc1ccc(-c2oc3ncn(CCN4CCOCC4)c(=N)c3c2-c2ccc(OC)cc2)cc1,102,1,103,0,-1,104,4,0,1.8,-2,0
Cc1cc(NC(=O)CSc2cn(CCNC(=O)c3ccc(F)cc3)c3ccccc23)no1,100,-3,96,-3,0,99,6,-1,1.4,-1,-2
COC(=O)C1=C(C)NC(=O)NC1c1ccc(OC(=O)c2ccco2)cc1 (stereo not drawn),104,0,101,-4,-2,108,1,-3,0.0,0,-3
COC(=O)C1=C(C)NC(=O)NC1c1ccccc1 (stereo not drawn),100,-12,97,-9,-6,96,33,-13,1.1,-8,-20
Nc1nnc(COc2ccccc2)s1,100,5,98,0,1,98,-1,0,-0.2,1,5
CC(C)c1csc(CN2CCCC(CCC(=O)NCc3ccccc3F)C2)n1 (stereo not drawn),104,-2,104,0,2,100,1,0,0.4,0,-3
CCCN(C(=O)c1ccco1)c1nnc(-c2ccccc2C)s1,102,0,103,-1,13,101,1,-4,0.1,9,-4

# Rewritten field by field: 3 of the compounds above
> O=[N+]([O-])c1ccc(-c2ccc(/C=N/c3c(-c4ccco4)nc4ccccn34)o2)c(Cl)c1
  RGS8-Gao: 99
  Bcl-2 Bim block: 4
  RGS4-Gao reg: 97
  Bim-Bcl-B: 2
  Bim-Mcl-1: 6
  RGS7-Gao: 97
  ABCG2 inh: 7
  Bim-Bcl-XL: 10
  ABCB1 block: 0.8
  Bim-Bcl-W: 12
  Bfl-1 Bim block: 18

> COc1ccc(/C=N\NC(=O)c2cc(O)c(O)c(O)c2)cc1CN1CCN(c2ccc(F)cc2)CC1
  RGS8-Gao: 69
  Bcl-2 Bim block: 4
  RGS4-Gao reg: 69
  Bim-Bcl-B: -5
  Bim-Mcl-1: 0
  RGS7-Gao: 66
  ABCG2 inh: -15
  Bim-Bcl-XL: 0
  ABCB1 block: -1.1
  Bim-Bcl-W: 10
  Bfl-1 Bim block: 6

> COC(=O)C1=C(C)NC(=O)NC1c1ccc(OC(=O)c2ccco2)cc1 (stereo not drawn)
  RGS8-Gao: 104
  Bcl-2 Bim block: 0
  RGS4-Gao reg: 101
  Bim-Bcl-B: -4
  Bim-Mcl-1: -2
  RGS7-Gao: 108
  ABCG2 inh: 1
  Bim-Bcl-XL: -3
  ABCB1 block: 0.0
  Bim-Bcl-W: 0
  Bfl-1 Bim block: -3

# Going on with the list:
SMILES,RGS8-Gao,Bcl-2 Bim block,RGS4-Gao reg,Bim-Bcl-B,Bim-Mcl-1,RGS7-Gao,ABCG2 inh,Bim-Bcl-XL,ABCB1 block,Bim-Bcl-W,Bfl-1 Bim block
CCOc1ccccc1C(=O)N1CCN=C1SC,101,-11,102,-8,-4,98,0,-5,0.1,-5,-16
COc1ccccc1N(CC(=O)Nc1cc(C)on1)S(=O)(=O)c1ccc(Cl)cc1,104,-6,102,-4,0,101,2,-8,0.4,-2,-10
CCOC(=O)c1c(NC(=O)C2COc3ccccc3O2)sc2c1CC(C)(C)NC2(C)C (stereo not drawn),108,1,104,-4,-2,105,0,-4,1.8,-3,4
CN1CCC(NC(=O)Cc2c(F)cccc2Cl)CC1,116,-9,126,-9,-9,124,-5,-12,-0.1,-5,-4
COc1ccc(C)cc1S(=O)(=O)N1CCC(C(=O)NCCC2=CCCCC2)CC1,107,0,112,0,0,112,27,0,8.7,0,1
O=C(CCN1CCN(S(=O)(=O)c2ccc(Cl)cc2)CC1)Nc1ccccc1F,102,-3,104,-5,0,98,5,-4,2.8,-7,-3
CC(C)(C)[C@@H]1C=C(C(=O)NCc2ccccc2)O[C@H](OCc2ccc(CO)cc2)C1,98,0,95,-2,0,98,5,-2,0.6,-2,-4
O=C(C1=NN[C@@H]2C(=O)N(c3ccccc3C(F)(F)F)C(=O)[C@H]12)C(c1ccccc1)c1ccccc1,100,-6,95,-9,-2,99,1,-6,0.6,-5,-7
Cn1nc(CC(=O)NCCN2C(=O)CSC2=O)c2ccccc2c1=O,100,-4,98,-8,-9,100,0,-9,-0.2,0,-1
COc1ccc(-c2cnnc(N/N=C/c3ccc(O)cc3)n2)cc1,97,-1,99,-4,0,103,11,1,0.4,-4,-3
Cc1oc(C(=O)O)cc1COc1cccc2cccnc12,103,0,104,0,1,100,-4,2,-3.0,0,-1
CCS(=O)(=O)n1nc(-c2ccc(Cl)cc2)nc1SCc1ccccc1,97,-13,95,-14,-7,96,2,-7,0.1,-7,0
CCN(CC)S(=O)(=O)c1ccc2oc(C(=O)NC3CCCc4ccccc43)c(C)c2c1 (stereo not drawn),104,0,107,1,0,100,4,0,1.7,1,1
COC(=O)c1ccc(CNC(=O)CN(CCC(C)C)S(=O)(=O)c2ccc3c(c2)OCCO3)cc1,102,-3,102,-2,0,100,6,-3,2.8,0,-2
CCC(C)(C)n1nnnc1C(c1cccs1)N1CCN(Cc2ccccc2)CC1 (stereo not drawn),100,-9,99,-6,-1,98,-2,-3,-1.3,1,-9
CCn1ncc(Br)c1C(=O)Nc1ccn(C23CC4CC(CC(C4)C2)C3)n1,104,-1,102,-6,-5,107,0,-6,0.4,-4,-1
COc1cc(CNCC(O)c2ccccc2)ccc1OCc1ccc(Cl)nc1 (stereo not drawn),104,-2,103,-2,-1,103,1,-5,1.3,-6,-2
Cc1cc(C)nc(SCCS(=O)(=O)Cc2ccc(Cl)cc2)n1,109,-3,115,-2,-3,115,0,-5,-0.1,-2,-1
Cc1ccc(NC(=O)CSCC(=O)N2c3ccccc3CCc3ccccc32)cc1,101,0,105,-2,0,99,5,0,1.7,-2,-1
Cc1cccc(Nc2nnc(-c3ccc(C(=O)N4C[C@H]5C[C@H](C4)c4cccc(=O)n4C5)cc3)c3ccccc23)c1,103,-1,112,-2,-1,107,0,0,-0.3,-5,0
Cc1[nH]c2ccccc2c1C(c1ccncc1)N1CCN(c2ccc(F)cc2)CC1 (stereo not drawn),100,-5,104,-6,-5,101,0,-5,-0.2,-3,0
Cc1c(O)c(=O)c2ccccc2n1C,101,0,98,-3,-2,99,3,-3,0.8,1,-4
Nc1ccccc1Nc1cc(-c2ccccc2)nn1-c1ccccc1,99,-11,94,-7,-5,95,4,-6,1.5,-4,-15
CCC(C)NS(=O)(=O)c1ccc(OCC(=O)N2CCCC2)cc1 (stereo not drawn),99,-3,98,-1,-1,98,4,-3,0.8,-3,-1

# 4 entries from above, ordered by the number in Bim-Mcl-1, descending.
compound,RGS8-Gao,Bcl-2 Bim block,RGS4-Gao reg,Bim-Bcl-B,Bim-Mcl-1,RGS7-Gao,Bim-Bcl-XL,ABCB1 block,Bim-Bcl-W,Bfl-1 Bim block
COC(=O)c1ccc(CNC(=O)CN(CCC(C)C)S(=O)(=O)c2ccc3c(c2)OCCO3)cc1,102,-3,102,-2,0,100,-3,2.8,0,-2
Cc1cccc(Nc2nnc(-c3ccc(C(=O)N4C[C@H]5C[C@H](C4)c4cccc(=O)n4C5)cc3)c3ccccc23)c1,103,-1,112,-2,-1,107,0,-0.3,-5,0
Cc1c(O)c(=O)c2ccccc2n1C,101,0,98,-3,-2,99,-3,0.8,1,-4
CCn1ncc(Br)c1C(=O)Nc1ccn(C23CC4CC(CC(C4)C2)C3)n1,104,-1,102,-6,-5,107,-6,0.4,-4,-1

# Further records follow:
SMILES,RGS8-Gao,Bcl-2 Bim block,RGS4-Gao reg,Bim-Bcl-B,Bim-Mcl-1,RGS7-Gao,ABCG2 inh,Bim-Bcl-XL,ABCB1 block,Bim-Bcl-W,Bfl-1 Bim block
Cc1nnc(SCC(=O)N(Cc2ccccc2)C(C)C)n1-c1ccccc1,100,1,99,-2,0,101,0,-4,0.2,-2,1
Cc1cc(=O)oc2cc(NC(=S)NCc3ccccn3)ccc12,100,-1,100,-15,-1,100,9,-3,0.4,2,-2
CNC(=S)SCCOc1ccccc1C,99,-8,98,-9,-2,97,23,-9,0.1,-5,-12
CC(=O)c1cccc(NC(=O)/C(=C\c2cccnc2)NC(=O)c2ccco2)c1,100,1,102,0,-2,u,23,-2,-0.1,0,4
CCN1CCN(CCOc2ccccc2-c2ccccc2)CC1,101,-3,99,-3,-1,101,1,-6,0.9,-8,-6
Cn1nnc2cc(C(=O)Nc3ccc(Cl)cc3)ccc21,102,-3,102,-2,-1,102,6,-1,0.3,-1,-4
Cc1nc2c([N+](=O)[O-])c(C)c(C)cc2[nH]1,92,-2,91,-8,-4,86,4,-4,0.3,-5,-4
Cc1nn(-c2nc3ccccc3s2)c(N)c1-c1ccccc1,98,-8,100,-6,0,99,4,-7,-0.3,-3,-9
CCCC(=O)Nc1ccc(N2CCN(S(C)(=O)=O)CC2)cc1,94,1,103,-4,0,102,17,0,8.3,-3,2
Cc1ccc2nc(NC(=O)CSc3nc4c(c(=O)n3C)SC(C)C4)sc2c1 (stereo not drawn),102,-7,103,-8,-5,96,0,-3,0.0,0,-13
C/C(O)=C\c1nc2ccccc2oc1=O,102,-11,106,-7,-5,103,3,-9,0.8,-9,-10
O=S(=O)(c1ccc(F)cc1)N1CCC(N2CCCC2)CC1,102,-11,107,-6,-2,163*[activator],2,-2,0.2,0,-10
O=C(NNC(=O)c1cccs1)c1ccc([N+](=O)[O-])cc1,102,2,108,-1,0,107,2,-1,0.5,0,-2
